Vif-APOBEC3G blk: qHTS for Inhibitors of Vif-A3G Interactions: qHTS; AID 602310, 2012; HeLa A3G-eYFP + Vif (tagged APOBEC3G with the HIV-1 protein that degrades it), YFP fluorescence, overnight; 410,000 tested, 0.076% active; Potency, µM (doses to about 46.1 µM), inactives show top-dose activity, negative = active, hits mostly inhibitors;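 also: potency is read from the fitted curve at half-maximal effect; % is scaled to controls: 0 for no effect and ±100 for the full control effect; nearly all actives have a fitted effect of over 60% in size; hits raise eYFP signal because A3G escapes Vif-driven loss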
Target sequence (Q9HC16 whole entry, looked up): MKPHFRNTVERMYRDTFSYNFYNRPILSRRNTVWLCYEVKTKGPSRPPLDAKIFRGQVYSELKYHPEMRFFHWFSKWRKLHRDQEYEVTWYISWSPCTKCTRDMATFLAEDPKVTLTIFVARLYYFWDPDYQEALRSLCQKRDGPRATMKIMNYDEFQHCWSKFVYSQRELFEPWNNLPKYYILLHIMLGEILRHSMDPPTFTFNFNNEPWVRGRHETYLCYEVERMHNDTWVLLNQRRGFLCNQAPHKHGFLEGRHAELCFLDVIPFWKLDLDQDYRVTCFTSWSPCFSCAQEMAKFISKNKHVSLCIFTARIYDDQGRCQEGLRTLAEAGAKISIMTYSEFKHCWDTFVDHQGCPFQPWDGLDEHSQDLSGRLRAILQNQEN
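Read-out is eYFP fluorescence (Ex 488/Em 500-530) from Vif-expressing HeLa A3G-eYFP cells; more signal means A3G escaped Vif-mediated degradation. Cells plated overnight, compound pinned in, incubated overnight at 37 deg C.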
Glioma ERSR ind: qHTS for Inducers of the Endoplasmic Reticulum Stress Response (ERSR) in Human Glioma: qHTS. U87-MG GRP78 promoter luciferase reporter, 16 h. Potency, µM, for inactives: at the top dose activation, usual class: activators. 420,000 tested, 0.02% active. AID 602332, 2012; also: potency is read from the fitted curve at half-maximal effect; series mostly up to about 76 µM; % of control where 0% means no effect; nearly all actives have a fitted effect of over 35% in size
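Stably transfected U87-MG human glioma cells carrying a GRP78-based luminescent sensor were seeded at 1000 cells/well, pin-dosed with compounds and incubated 16 h. Luciferase reagent was then added, and end-point luminescence was read after 10 min at room temperature.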
RXFP1 agonist: qHTS Assay for Agonists of the Relaxin Receptor RXFP1 | HEK293T-RXFP1 cAMP TR-FRET, 30 min; response scale: percent of porcine relaxin response, buffer zero | Potency, µM (top dose mostly 57.5 µM), without a hit: at the highest dose activation, usual class: activators | 370,000 tested, 0.3% active; also: potency is read from the fitted curve at half-maximal effect; % is scaled to controls: 0 for no effect and ±100 for the full control effect; nearly all actives have a fitted effect of over 60% in size; many of its hits are not listed in these tables
Target sequence (Q9HBX9 whole entry, looked up): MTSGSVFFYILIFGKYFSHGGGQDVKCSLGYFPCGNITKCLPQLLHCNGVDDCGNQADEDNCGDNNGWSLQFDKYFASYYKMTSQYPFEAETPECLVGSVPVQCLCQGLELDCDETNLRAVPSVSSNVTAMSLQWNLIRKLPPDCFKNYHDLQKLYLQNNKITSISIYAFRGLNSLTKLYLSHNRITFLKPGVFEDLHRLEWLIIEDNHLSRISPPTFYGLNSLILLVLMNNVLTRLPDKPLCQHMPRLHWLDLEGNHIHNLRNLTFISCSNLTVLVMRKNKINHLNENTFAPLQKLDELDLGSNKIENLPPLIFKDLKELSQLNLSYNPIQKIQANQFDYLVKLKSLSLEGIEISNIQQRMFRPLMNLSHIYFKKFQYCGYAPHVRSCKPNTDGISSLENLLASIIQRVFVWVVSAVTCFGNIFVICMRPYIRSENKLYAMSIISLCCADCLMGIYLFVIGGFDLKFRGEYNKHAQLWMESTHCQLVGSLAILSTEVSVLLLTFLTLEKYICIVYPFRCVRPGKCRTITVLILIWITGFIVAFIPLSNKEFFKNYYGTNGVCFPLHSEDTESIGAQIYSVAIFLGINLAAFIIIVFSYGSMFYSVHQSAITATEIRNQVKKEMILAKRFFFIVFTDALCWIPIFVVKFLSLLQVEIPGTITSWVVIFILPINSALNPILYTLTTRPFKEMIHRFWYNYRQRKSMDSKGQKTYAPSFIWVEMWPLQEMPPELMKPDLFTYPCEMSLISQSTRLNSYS
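HEK293T cells stably expressing RXFP1 were pretreated with the PDE4 inhibitor Ro 20174, exposed to compounds for 30 min at 37C, lysed, and cAMP was read by TR-FRET. Data normalized to buffer (basal) and 29 nM porcine relaxin (100%).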
IDH1 R132H inh: qHTS for Inhibitors of mutant isocitrate dehydrogenase 1 (IDH1): qHTS. Isocitrate dehydrogenase [NADP] cytoplasmic (Homo sapiens), O75874. IDH1-R132H enzyme, NADPH consumption, diaphorase/resazurin fluorescence. Potency, µM (series often up to 76.6 µM), inactives show at the top dose activity change, negative = inhibition, usual class: inhibitors. 390,000 tested, 0.093% active. AID 602179, 2012; also: potency is read from the fitted curve at half-maximal effect; % is scaled to controls: 0 for no effect and ±100 for the full control effect; nearly all actives have a fitted effect of over 65% in size
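IDH1-R132H (0.5 ug/mL dispensed) in pH 7.5 Tris buffer was preincubated 30 min with compound, then given a substrate mix of 0.016 mM NADPH and 2 mM alpha-KG for 80 min at room temperature; remaining NADPH was read by diaphorase/resazurin fluorescence.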
Vif-APOBEC3F blk: qHTS for Inhibitors of Vif-A3F Interactions: qHTS | HeLa A3F-eYFP + Vif (tagged APOBEC3F with the HIV-1 protein that degrades it), YFP fluorescence increase | Potency, µM (titrated, usually from 46.1 µM), without a hit: at the top dose activity, negative = active | 390,000 tested, 0.2% active; also: potency is read from the fitted curve at half-maximal effect; % of control where 0% means no effect; nearly all actives have a fitted effect of over 65% in size
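HeLa cells stably expressing Vif plus C-terminally eYFP-tagged A3F were seeded, incubated overnight at 37 deg C, dosed with compound, incubated overnight again at 37 deg C. Yellow fluorescence (Ex 488/Em 500-530) reported blocked Vif-mediated A3F-eYFP degradation.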
LDHA inh: qHTS assay for inhibitors of human lactate dehydrogenase | L-lactate dehydrogenase A chain (Homo sapiens), P00338 | purified LDHA, NADH/diaphorase-resazurin fluorescence; stronger effect = lower value | activity change, % (values are at about 110 or 230 µM) | 480,000 tested, 0.15% active; in the data active = activity change below about -30%; inconclusive = mostly about -25% to -30%;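 also: plate controls were DMSO wells for no effect and wells without enzyme for full effect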
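Human LDH5 (2 nM) was incubated with 0.06 mM NADH and 0.2 mM pyruvate for 5 min at room temperature in Tris pH 7.4. Remaining NADH was coupled through diaphorase/resazurin, and resorufin fluorescence was read at 0 and 20 min.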
TrxR1 substrate: qHTS Assay for Substrates of Mammalian Selenoprotein Thioredoxin Reductase 1 (TrxR1): qHTS; Thioredoxin reductase 1, cytoplasmic (Rattus norvegicus), O89049; purified TrxR1 substrate turnover, NADPH consumption readout; Potency, µM (titrated, usually from 114 µM), without a hit: top-dose activity change, negative = substrate turnover; 390,000 tested, 0.01% active; also: potency is read from the fitted curve at half-maximal effect; % is scaled to controls: 0 for no effect and ±100 for the full control effect; nearly all actives have a fitted effect of over 50% in size
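Rat TrxR1, dispensed at 90 nM, was prereduced with 400 uM NADPH (final) for 5 min at ~22 deg C, then incubated with compound 15 min before 400 uM selenite. A first-read NADPH fluorescence drop versus no-compound background flagged substrates.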
PI4K2A block: qHTS for small molecular inhibitors of PI4K2A | Phosphatidylinositol 4-kinase type 2-alpha (Homo sapiens), Q9BTU6 | purified PI4K2A, ADP-Glo luminescence, 1 h; stronger effect = lower value | activity change, negative = inhibition, % at 76.9 µM | 420,000 tested, 0.13% active | AID 1346378, 2018; in the data active = activity change below about -50%; inconclusive = mostly about -30% to -49%;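 also: -100% = wells without enzyme as full effect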
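In this quantitative HTS, ADP production by PI4K2A was quantified luminescently after 1 h at ambient temperature; 100 microM adenosine served as plate-quality control.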
USP1 inh: Inhibitors of USP1/UAF1: Primary Screen | Potency, µM (series often up to 57.1 µM), for inactives: at the highest dose activity change, negative = inhibition, usual class: inhibitors | recombinant USP1/UAF1, Ub-Rhodamine cleavage fluorescence | 390,000 tested, 0.23% active; also: potency is read from the fitted curve at half-maximal effect; % is scaled to controls: 0 for no effect and ±100 for the full control effect; nearly all actives have a fitted effect of over 60% in size; inactives centre near -12
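High-throughput fluorogenic screen: 1nM USP1/UAF1 complex, Ub-Rho substrate 150nM final, 50mM HEPES pH 7.8 with 0.5mM EDTA, 0.1 mg/ml BSA, 1mM TCEP and 0.01% Tween-20.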
* hit, by the source's call; ? = inconclusive; . = no result given; & = joins results of further samples; [ ] = another dose, or the depositor's remark. Unless noted, calls follow the shape of the dose curve; as a rule, active = well fitted curve in the direction sought with a large enough effect; inconclusive = small, poorly fitted or top-dose-only effect, or another doubt; inactive = no such curve, though single readings can be large; an effect the other way counts as inactive or inconclusive.

SMILES	Vif-APOBEC3G blk	Glioma ERSR ind	RXFP1 agonist	IDH1 R132H inh	Vif-APOBEC3F blk	LDHA inh	TrxR1 substrate	PI4K2A block	USP1 inh
COC(=O)c1cc(OC)c(OC)cc1NC(=O)Nc1ccccc1F	-2%	0%	1.6%	-4%	7%	-5	38%	4	?
CCc1ccc(-n2nc(CO)c(C(=O)NCCCCc3ccccc3)n2)cc1	-1%	-4%	7.6%	-6%	-7%	-8	5%	-1	14%
Cc1cccc(N2CCN(C(=S)Nc3ccc4nc(N5CCN(C)CC5)cc(C)c4c3)CC2)c1C	1%	-5%	0.8%	-1%	-6%	-1	-2%	-1	-13%
CN(C)c1ccc(/C=C2\SC(=O)N(CCc3nnc(N)s3)C2=O)cc1	?	-16%	-1.7%	5%	?	-6	-4%	-10	-9%
COc1ccc(N2CCN(C(=O)c3cccc(NS(=O)(=O)c4cccc(F)c4)c3)CC2)cc1	-5%	-3%	3.5%	-18%	-8%	-8	-11%	-5	-12%
CCOC(=O)CC(=O)CSc1ccc2nnc(-c3ccc(C)cc3)n2n1	-3%	-1%	11%	-5%	1%	-1	9%[57.1 µM]	9	-12%
COc1ccc(C(=O)Oc2ccc3ccc(=O)oc3c2)cc1OC	0%	-3%	-1.3%	-3%	4%	-4	74%[activator]	3	-8%
CCNc1nc(NC(C)(C)C)nc(N(C#N)CC)n1	2%	0%	-0.1%	7%	-2%	-6	2%	2	-1%
O=C1c2cccc3cccc(c23)C(=O)N1CCO	2%	-4%	.	12%	-1%	-2	.	-4	-19%
O=c1cc(N2CCCC2)c(-c2ccccc2)n[nH]1	-3%	-5%	2.3%	12%	-10%	-5	-4%[57.1 µM]	1	-14%
O=C(NCc1ccc(OC(F)(F)F)cc1)c1cccc2c1C(=O)c1ccc(N3CCC(Cc4ccccc4)CC3)cc1S2(=O)=O	-9%	-4%	.	4%	?	-1	3%	-2	390%[activator]
O=C(CCn1cnnn1)Nc1ccc(Cl)cc1Cl	-7%	2%	-0.2%	-4%	-11%	-4	4%	-4	-15%
Cc1cc(C2C(=O)CC(=O)CC2c2ccccc2)on1 (centres undefined)	-2%	-7%	0.4%	1%	-9%	13	11%[57.1 µM]	0	-16%
O=C(Nc1ccc2oc(-c3ccccc3)nc2c1)C1CCCO1 (centres undefined)	2%	0%	2.5%	4%	-7%	-8	332%[activator]	-10	-8%
O=C(Cn1cc(C(=O)c2cccs2)c2ccccc21)NCc1ccc2c(c1)OCO2	-7%	0%	0.9%	1%	8%	0	2%[57.1 µM]	-3	-17%
Cc1ccc(-n2c3c(cc(C(=O)Nc4cccc(Cl)c4)c2=O)C(=O)CC(C)(C)C3)cc1	4%	-1%	8.1%	2%	1%	1	2%[57.1 µM]	0	-25%
Cc1ccc(CNC(=O)CCC2CCCN(C(=O)c3ccc4c(c3)OCO4)C2)o1 (centres undefined)	-1%	-4%	0.0%	3%	-2%	-1	-4%	0	-4%
CCCC(=O)Nc1ncnc2c1ncn2[C@@H]1O[C@@H]2COP(=O)(O)O[C@H]2[C@H]1OC(=O)CCC	0%&-2%	-2%&-3%&-5%&-3%	0.16µM*	6%&-4%	-1%&-1%	-7&0	7%&4%	3&-2	-14%&-16%
O=C(O)COCC(=O)N1CCN(c2cc(C(F)(F)F)nc3ccccc23)CC1	2%	-3%	0.2%	-1%	2%	-13	-4%	0	-25%
Cc1nnc(NC(=O)CC23CC4CC(CC(C4)C2)C3)s1	-12%	-1%	2.0%	13%	0%	-1	8%[57.1 µM]	-4	-8%
O=C(OCCNC(=O)c1ccc2ccccc2n1)c1ccc(F)cc1	3%	1%	0.5%	3%	-12%	5	-2%	-2	-16%
C/C(N)=C(/C#N)C(=O)CSc1nnc(COc2ccccc2Cl)o1	0%&0%	-5%&-9%	3.5%	5%&-3%	-2%&1%	5&-1	-6%[11.4 µM]	-6&1	-5%&-8%
O=C(Nc1cccnc1)c1cc(S(=O)(=O)N2CCCCC2)c(Cl)cc1Cl	2%	-5%	0.6%	0%	5%	-2	-11%	3	-14%
Cc1cccc(NC(=O)CN(c2ccc(F)cc2)S(C)(=O)=O)c1	2%	0%	-1.0%	1%	-10%	-6	2%	-6	3%
COc1ccccc1NC(=S)Nc1ccc2cn[nH]c2c1	0%	6%	-0.5%	2%	6%	-2	11%[57.1 µM]	-2	-11%
Other entries follow.
SMILES	Vif-APOBEC3G blk	Glioma ERSR ind	RXFP1 agonist	IDH1 R132H inh	Vif-APOBEC3F blk	LDHA inh	TrxR1 substrate	PI4K2A block	USP1 inh
COCCNC(=O)c1ccc2ccccc2n1	-2%	3%	1.0%	14%	2%	2	5%	1	4%
C[C@H]1COC(=O)[C@H](Cc2ccc(F)cc2)C/C=C\C[C@@H](CC(=O)NCCO)C(=O)N1	4%	-5%	.	-9%	3%	-3	5%[57.1 µM]	2	-27%
CC1(C)CNC(=O)c2sc(NC(=O)c3ccccc3Cl)nc2C1	-7%	0%	-1.5%	-1%	7%	0	1%	3	-22%
C#CCOCCOCCOCCNc1nc(N2CCN(C(=O)CCCCCCCCCCNC(=O)[C@@H]([C@H](C)O)n3cc(C)nn3)CC2)nc(N2CCN(C(=O)CCCCCCCCCCNC(=O)[C@@H]([C@H](C)O)n3cc(C)nn3)CC2)n1	?	4%	-0.1%	11%	-7%	-4	7%[57.1 µM]	2	-26%
O=C(CSC1=NS(=O)(=O)c2ccccc2N1)NCc1ccc(F)cc1	-1%	-2%	-0.1%	2%	3%	2	-13%	2	-9%
CC1CC(=O)N(CC(=O)N2CCCC2)c2ccccc2S1 (centres undefined)	2%	-5%	0.4%	2%	0%	1	-3%	4	1%
O=C1c2cccc3cccc(c23)C(=O)N1OS(=O)(=O)c1ccc(Br)cc1	2%	-6%	-0.3%	1%	6%	-3	97%	1	2%
CCCNC(=O)CCn1nc(-c2ccccc2)c2ccccc2c1=O	-3%&2%	0%&-3%	3.4%&0.5%	1%&-14%	7%&-3%	-12&-6	-4%[57.1 µM]	0&-1	-2%&-13%
CC(NC(=O)COC(=O)c1cc(NS(=O)(=O)c2ccc(Cl)c([N+](=O)[O-])c2)ccc1O)C1CC2CCC1C2 (centres undefined)	-14%	?	5.9%	-3%	-26%	-8	-8%	4	-26%
CCOC(=O)c1cc(-c2ccccc2)n(CCC(=O)O)c1C	0%	0%	2.1%	2%	-3%	-2	3%	-3	-5%
O=C(CCc1nc2ccccc2s1)OCc1ccccc1F	0%	-4%	-3.4%	6%	2%	-2	-7%	-3	-12%
CNc1c(NS(=O)(=O)c2ccc(OC)cc2)c(=O)oc2ccccc12	2%	0%	1.2%	10%	4%	-3	5%	-1	-18%
COc1ccc2c(c1)c1c(c(=O)n(-c3ccc(C)cc3)c(=O)n1CC(=O)N1CCCC1)n2C	6%	-3%	4.4%	-20%	0%	0	280%[activator]	-1	-17%
CC(C)(C)c1ccc(-c2nnc(SCC(=O)c3ccc4c(c3)OCCO4)o2)cc1	-1%	3%	1.9%	9%	4%	-1	0%	7	-13%
CCC/C(O)=C1\C(=O)CC(C)(C)CC1=NCc1ccccc1	-2%	-1%	0.8%	-9%	18%	-4	9%	1	-22%
CC(=O)N=Nc1[nH]c(N)c2ccccc12	-7%	-3%	-1.5%	2%	4%	1	7%	1	-26%
O=C(Cc1ccccc1)NCC(=O)Nc1cc(Cl)ccc1Cl	-15%	1%	-0.6%	5%	-3%	1	12%[57.1 µM]	-3	-19%
COc1ccc(S(=O)(=O)N2CCC3CC2c2cc(N4CCOCC4)ccc23)cc1 (centres undefined)	0%	-4%	.	0%[38.3 µM]	-1%	0	4%	3	-28%
O=Cc1ccc(B(O)O)cc1	0%	-3%	.	.	.	-8	4%	.	.
CCn1c2ccccc2c2cc(NC(=O)C(C)Oc3ccccc3)ccc21 (centres undefined)	0%	0%	0.6%	4%	0%	-3	5%[57.1 µM]	-5	-18%
CCCCCCn1cnc2c(c1=O)c1nc3ccccc3nc1n2/N=C/c1ccco1	1%	-4%	0.1%	0%	-18%	0	9%	-18	-4%
O=C(NC(=S)NC1CCCCC1)c1ccc(F)cc1	0%	4%	0.1%	1%	?	-1	-1%	1	-31%
Cc1ccc(S(=O)(=O)N2CCN(C(=O)CN3C(=O)CNC3=O)CC2)cc1	1%	3%	-0.1%	2%	-8%	0	5%	2	-12%
CCCCSc1nc2c(cc1C#N)CCC2	-3%	2%	3.4%	2%	0%	1	11%	3	-15%

Two compounds from above, showing only Vif-APOBEC3F blk, PI4K2A block and TrxR1 substrate:
mol | Vif-APOBEC3F blk | PI4K2A block | TrxR1 substrate
COc1ccc2c(c1)c1c(c(=O)n(-c3ccc(C)cc3)c(=O)n1CC(=O)N1CCCC1)n2C | 0% | -1 | 280%[activator]
CC(C)(C)c1ccc(-c2nnc(SCC(=O)c3ccc4c(c3)OCCO4)o2)cc1 | 4% | 7 | 0%

Not all compounds are listed; rates above refer to the full screens.
